HepG2 tox: HepG2 cytotoxicity, counter-screen for TGF-b inhibitors; HepG2 CAGA-GFP viability, ATP luminescence, 18 h; Potency, µM (titrated, usually from 46.1 µM), for inactives: at the top dose activity change, negative = cytotoxicity, most hits filed as cytotoxic; AID 588856; actives 0.76% (n = 410,000); also: potency is read from the fitted curve at half-maximal effect; some results filed as inactive show a strong effect at the top dose
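CellTiter-Glo luminescence gave cytotoxicity after 18 hours at 37 degrees C. The cells were HepG2 CAGA-GFP in 1% FBS DMEM, stimulated with 500 pg/mL TGF-beta after compound addition. %Activity was normalised to no-cell wells (complete cell-killing) and DMSO (no toxicity), and curves were fitted and classified.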
Akt phos inh: Akt phosphorylation inhibition | actives 0.32% (n = 360,000) | Neuro2A IGF-stimulated pAkt S473 HTRF, 20 min; stronger effect = lower value | AID 651550 | activity change, % for hits at 50 µM; in the data active = activity change below about -80%; inconclusive = mostly about -51% to -80%; also: % is scaled to controls: 0 for no effect and ±100 for the full control effect
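Neuro2A cells in DMEM with 0.5% FBS, overnight at 37 deg C, given compound at single 50 µM final, then IGF (6 nM final) for 20 min at 37 deg C. Lysed; phospho-Akt Ser473 by HTRF after 24 h, 665/615 ratio.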
Nrf2 ARE act: activates Nrf2 signaling. AREc32 ARE-luciferase reporter (MCF7-derived line), luminescence, 24 h. Potency, µM (titrated, usually from 46.1 µM), without a hit: at the highest dose activation, most hits filed as activators. actives 0.31% (n = 410,000). AID 624171; also: potency is read from the fitted curve at half-maximal effect; % of control where 0% means no effect; nearly all actives have a fitted effect of over 65% in size
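Nrf2 activation is followed as ARE-luciferase induction in the AREc32 line after one day of compound treatment; luminescence is read with Steady-Glo.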
Nrf2 inh: inhibitors of Nrf2 signaling. Potency, µM (titrated, usually from 46 µM), inactives show top-dose activity change, negative = inhibition, most hits filed as inhibitors. actives 2.1% (n = 360,000). AID 504444. A549 ARE-Fluc reporter, luciferase luminescence, 18-24 h; also: potency is read from the fitted curve at half-maximal effect; % is scaled to controls: 0 for no effect and ±100 for the full control effect; nearly all actives have a fitted effect of over 60% in size
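Reporter: ARE-Fluc in A549. Exposure: 18-24 h, 37 °C, 5% CO2, 5% FBS OPTI-MEM. Readouts: fluorescent cytotoxicity (CellTiter-Fluor), then luminescent Nrf2 signal after BugLite.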
CCT chaperon mod: modulators of cytosolic chaperonin (CCT/TRiC) activity; activity change, % (test concentration not listed), hits read low; actives 0.3% (n = 360,000); purified chaperonin ATPase assay, HTRF ADP detection, 30 min; in the data active = activity change below about -30%; also: % is scaled to controls: 0 for no effect and ±100 for the full control effect
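TRiC at 40 or 20 nM final (batch-dependent) in 30 mM Tris pH 7.4, 100 mM KCl, 5 mM MgCl2, 1 mM DTT, with compound at single 76 uM and 10 uM ATP, 30 min at 37 deg C. ADP detected by HTRF Transcreener, 665/615 ratio.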
TGFb inhibitor: TGF-b pathway inhibition; actives 1.2% (n = 410,000); Potency, µM (doses to about 46.1 µM), without a hit: top-dose activity, negative = inhibition, most hits filed as inhibitors; HepG2 CAGA-GFP TGF-b/SMAD3 reporter, GFP fluorescence, 18 h; TGF-beta stimulated, 500 pg/mL final; AID 588855; also: potency is read from the fitted curve at half-maximal effect; % is scaled to controls: 0 for no effect and ±100 for the full control effect; nearly all actives have a fitted effect of over 65% in size
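TGF-beta reporter screen: HEPG2 CAGA-GFP, 1% FBS, 500 pg/mL TGF-beta final, 18 h; per-cell GFP summed per well; curves fitted and categorized by class.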
Abeta yeast res: compounds reversing amyloid beta toxicity in yeast | yeast expressing A-beta42, growth rescue, OD600, 48 h; response scale: 0% DMSO, 100% iron-clioquinol control | Potency, µM (series often up to 46.1 µM), without a hit: at the highest dose growth rescue, actives largely listed as activators | actives 0.063% (n = 410,000) | AID 1347071; also: potency is read from the fitted curve at half-maximal effect; nearly all actives have a fitted effect of over 55% in size
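Yeast A-beta toxicity model in growth medium with pinned compounds, 48 h at 30 C; growth read as absorbance at 600 nm. Normalized to FeCl3/clioquinol equimolar mix (positive) and DMSO (negative).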
A549 tox: A549 cytotoxicity, counter-screen for Nrf2 inhibitors; A549 ARE-Fluc cells, CellTiter-Fluor viability, 18-24 h; actives 0.16% (n = 390,000); Potency, µM (doses to about 46 µM), without a hit: at the highest dose activity change, negative = cytotoxicity, actives largely listed as inhibitors; also: potency is read from the fitted curve at half-maximal effect; % is scaled to controls: 0 for no effect and ±100 for the full control effect
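A549 ARE-Fluc cells in 5% FBS OPTI-MEM, 5000 cells/well, rested 2 h then exposed to compounds in concentration-response for 18-24 h at 37 °C. Viability by CellTiter-Fluor fluorescence (Ex 405/Em 525) after 30 min; luciferase luminescence (BugLite, 15 min, RT) read afterwards.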
Mm-Cpn inhibitor: inhibitors of Methanococcus maripaludis chaperonin (MmCpn); purified Mm-Cpn ATPase, ADP Transcreener TR-FRET; Potency, µM (doses to about 76.9 µM), for the others: top-dose activity, negative = inhibition, hits mostly inhibitors; actives 0.031% (n = 330,000); also: potency is read from the fitted curve at half-maximal effect; % is scaled to controls: 0 for no effect and ±100 for the full control effect; nearly all actives have a fitted effect of over 80% in size
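25 nM Mm-CPN + cpd, 10 min 37°C; + 10 uM ATP, 30 min 37°C; buffer 30 mM Tris pH 7.4, 100 mM KCl, 5 mM MgCl2, 1 mM DTT; Transcreener ADP HTRF detection 30 min RT.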
Starred values were filed as active, the others as inactive; i = inactive; ? = inconclusive; · = not tested or not shown; & = joins results of further samples; [ ] = remark or other dose. Unless noted, calls follow the shape of the dose curve; as a rule, active = well fitted curve in the direction sought with a large enough effect; inconclusive = small, poorly fitted or top-dose-only effect, or another doubt; inactive = no such curve, though single readings can be large; an effect the other way counts as inactive or inconclusive.

SMILES	HepG2 tox	Akt phos inh	Nrf2 ARE act	Nrf2 inh	CCT chaperon mod	TGFb inhibitor	Abeta yeast res	A549 tox	Mm-Cpn inhibitor
CCOC(=O)c1cnc2c(C)cc(C)cc2c1Nc1ccccc1OCC	-16%	·	4.9%	-9%	·	-4%	-14%	7%	·
CCC(Sc1nncn2c1cc1sccc12)C(=O)Nc1cccc(OC)c1 (stereo unspecified)	-30%	·	9.7%	?	·	?	-16%	3%	·
O=[N+]([O-])c1ccc(/C=C/c2ccncc2)cc1	-10%	i	-0.8%	-11%	0.2	-10%	-12%	-9%	-3%
Cc1cccc(-c2noc(CN(C(=O)/C=C/c3ccccc3Cl)C(C)C)n2)c1	-9%	i	0.0%	-29%	-4.5	0%	7%	-4%	-1%
COc1ccc(-c2nn(-c3ccccc3)cc2/C=N/Nc2cccc(C(=O)O)c2)cc1	0%	i	3.7%	?	-2.7	?	1%	-2%	1%
Cc1c(NC(=S)N2CCN(c3ccc(F)cc3)CC2)c(=O)n(-c2ccccc2)n1C	11%	i	-0.7%	-7%	-2.0	-13%	12%	-3%	0%
CC(=O)c1sc2nc(C)c3c(c2c1N)CCCC3	-35%	i	0.8%	?	-3.5	0%	-35%[inhibitor]	2%	-3%
Cc1cccc(-c2nc3sc(C)cc3c(=O)o2)c1	1%	i	-0.2%	4%	0.1	?	-6%	-9%	1%
CCN1CCN(Cc2ccc(NC(=O)c3ccc(C)c(/C=C/c4cnc(Nc5cc(N6CCNCC6)nc(C)n5)cn4)c3)cc2C(F)(F)F)CC1	18µM*	i	-6.3%&-3.5%	18µM*	2.5&-1.0	?	?	?	-1%
CCOc1ccc(NC(=O)N2CCCC2C(=O)NCc2ccco2)cc1 (stereo unspecified)	-16%	i	2.2%	9%	-3.5	-19%	-2%	-1%	0%
Cc1nn(CC(=O)OCC(=O)Nc2c(C(C)C)cccc2C(C)C)c(C)c1[N+](=O)[O-]	17%	i	0.4%	0%	0.1	21%	4%	0%	-1%
Cc1ccc(NC(=O)c2cc(F)c(F)cc2Cl)nc1	-15%	i	1.0%	?	-1.1	4%	-30%	-3%	0%
CC(=O)C[C@@H](O)CC(=O)[C@@H]1OC(=O)[C@H](C)CCCCc2ccccc21	-5%	i	0.1%	7%	-2.3	-4%	-6%	4%	-4%
O=S(=O)(c1ccc(Sc2nnc3ccccn23)nc1)N1CCOCC1	-10%	i	-0.6%	3%	-2.0	1%	16%	-3%	1%
CCOC(=O)c1sc2nc(-c3ccccc3)ccc2c1N	-1%	i	-0.1%	?	-1.1	2%	23%	0%	1%
CCc1ccc(NC(=O)c2sc3nc(C)c(C(=O)Nc4ccc(C)cc4C)c(-c4ccco4)c3c2N)cc1	-8%	·	0.4%	-11%[9.27 µM]	·	-1%	0%	4%	·
Cc1c(NC(=O)c2cc3ccccc3o2)cccc1-c1nc2ccccc2o1	-4%	·	-0.8%	-22%	·	?	-9%	-2%	·
Cc1cc(=O)[nH]c(SCC(=O)Nc2ccccc2[N+](=O)[O-])n1	8%	i	2.7%	6%	-3.0	3%	5%	2%	-3%
O=C(NCc1ccco1)c1ccc(F)c(S(=O)(=O)N2CCCCC2)c1	-22%	i	-0.1%	24%	-0.1	-18%	-3%	3%	0%
Cc1ccc(C)c(N2CCN(c3nc4ccccc4c4nc(CCn5nc(C)cc5C)nn34)CC2)c1	2%	·	0.0%	8%	·	-3%	-21%	4%	·
O=C(O)c1cc(N2N=C(C(F)(F)F)/C(=C/C=C/c3ccco3)C2=O)ccc1Cl	-2%	i	-0.3%	?	-3.0	15%	-8%	-14%	-6%
CCOc1ccc(C(=O)NCC(C)CN(C)C)cc1OCC (stereo unspecified)	-19%	i	0.4%	9%	0.5	-6%	5%	-4%	0%
Cc1cc(C)cc(CC2CC(=O)N(c3cc(C)ccc3C)C2=O)c1 (stereo unspecified)	0%	i	-0.2%	0%	-2.5	-2%	8%	8%	5%
Cc1cccc(C(=O)NC(C)C(c2cccs2)N2CCOCC2)c1 (stereo unspecified)	1%	i	-0.8%	-3%	-0.7	20%	11%	-9%	-3%
O=C(Nc1ccc2nc(SCC(=O)N3CCCC3)sc2c1)c1ccccc1	-9%	·	0.2%	11%	·	?	-4%	5%	·
O=C(Nc1nnc(C2=COCCO2)o1)c1ccc(S(=O)(=O)N2CCCCC2)cc1	-42%	i	1.8%	?	1.8	-24%	1%	0%	1%
COC(=O)CN1C(C)=Nc2ccc(C)cc2C1c1ccccc1 (stereo unspecified)	-8%	i	-0.4%	14%	0.9	0%	-4%	6%	3%
CCOC(=O)[C@@H]1[C@H]2COc3ccccc3[C@H]2N2C(=O)N(c3ccc(C(F)(F)F)cc3)C(=O)[C@]12C	-33%	i	0.1%	-9%	-0.7	?	-63%[inhibitor]	-3%	3%
O=C(N/N=C/c1cccnc1)c1cccc(N2CCCC2=O)c1	22%	i	0.4%	?	-2.3	5%	-10%	8%	1%
Cc1c(CNC(C)CCc2ccccc2)c(C(=O)O)c(C)n1Cc1ccc(F)cc1Cl (stereo unspecified)	-25%	·	1.0%	5%	·	-16%	10%	-8%	·

Profiles, quoted from the list. Order of screens: HepG2 tox, Akt phos inh, Nrf2 ARE act, Nrf2 inh, CCT chaperon mod, TGFb inhibitor, Abeta yeast res, A549 tox, Mm-Cpn inhibitor
CCOC(=O)[C@@H]1[C@H]2COc3ccccc3[C@H]2N2C(=O)N(c3ccc(C(F)(F)F)cc3)C(=O)[C@]12C is listed with -33%, i, 0.1%, -9%, -0.7, ?, -63%[inhibitor], -3%, 3%
Cc1c(NC(=O)c2cc3ccccc3o2)cccc1-c1nc2ccccc2o1 is listed with -4%, ·, -0.8%, -22%, ·, ?, -9%, -2%, ·
Cc1cc(C)cc(CC2CC(=O)N(c3cc(C)ccc3C)C2=O)c1 (stereo unspecified) is listed with 0%, i, -0.2%, 0%, -2.5, -2%, 8%, 8%, 5%
Cc1cc(=O)[nH]c(SCC(=O)Nc2ccccc2[N+](=O)[O-])n1 is listed with 8%, i, 2.7%, 6%, -3.0, 3%, 5%, 2%, -3%

The results go on.
SMILES	HepG2 tox	Akt phos inh	Nrf2 ARE act	Nrf2 inh	CCT chaperon mod	TGFb inhibitor	Abeta yeast res	A549 tox	Mm-Cpn inhibitor
O=C(NC1=NCCS1)NC12CC3CC(CC(C3)C1)C2	-7%	i	0.1%	10%	-2.0	2%	-15%	2%	1%
O=C(NC(=S)Nc1ccc2ncccc2c1)c1ccccc1	-20%	i	6.2%	?	-0.3	15%	6%	-4%	-19%
Cc1cnc(C(=O)Nc2cccc3cccnc23)cn1	-89%	-109%*	-0.6%	?	0.5	2.8µM*	5%	-8%	2%
CCn1c(C)cc(/C=C2/SC(=S)N(CC(=O)O)C2=O)c1C	-1%	i	-1.1%	?	-1.1	9%	1%	?	-1%
COc1ccc(N2CCN(C(=O)CSc3nc(C)cs3)CC2)cc1	-4%	i	0.3%	-11%	-3.1	5%	-5%	0%	-2%
Cc1ccc(NC(=O)c2c(N3CCCC3=O)c3cc(C)ccc3n2C)c(C)c1	-23%	·	0.8%	18%	·	20%	-23%	3%	·
CCOc1ccccc1OCCOc1ccc(F)cc1	-47%	i	-0.5%	8%	0.6	9%	22%	16%	-3%
CC(Nc1nc(-c2ccc(F)cc2)cs1)c1nc2cc(Cl)c(N3CCCCC3)cc2n1CCCO (stereo unspecified)	-72%	i	-2.8%	?	-2.9	?	14%	?	·
O=C(NCCO)c1nc(C(=O)c2ccccc2)c2ccccc2n1	1%	i	0.5%	8%	-1.7	-1%	-10%	5%	-2%
CC(C)c1c(C(=O)N/N=C/c2ccccc2OCc2c(F)cccc2Cl)nnn1-c1nonc1N	9%	i	-1.3%	-12%	0.8	-23%	15%	-13%	-13%
Cc1ccc(S(=O)(=O)N2CCN(c3cc4c(cc3[N+](=O)[O-])n(C)c(=O)n4C)CC2)cc1	-16%	i	6.4%	?	-54*	?	-36%[inhibitor]	0%	2%
O=C(/C=C/c1cccs1)NCc1ccccc1	2%	i	1.8%	?	-2.3	7%	6%	-6%	1%
Cc1cc(C)n(CCNC(=O)c2ccco2)n1	10%	i	-0.4%	-7%	0.1	6%	-1%	-3%	1%
CCc1ccccc1NC(=O)CN1C(=O)C2CCCN2c2ncc(Cl)cc21 (stereo unspecified)	3%	i	2.8%	-17%	-4.9	2%	-17%	-16%	1%
Cc1ccc(S(=O)(=O)NN=C2CC3CC2C2CCCC32)cc1 (stereo unspecified)	-16%	i	0.2%	·	-3.0	-12%	0%	·	·
Cc1cc(N2CCCCC2)nc2ccccc12	-10%	i	0.4%	2%	0.4	-2%	-7%	3%	-8%
O=S(=O)(c1ccc(F)cc1F)N1CCCN(c2ccc(C(F)(F)F)cn2)CC1	-29%	i	0.1%	-28%	0.1	-15%	?	0%	-4%
O=C(COC(=O)[C@@H]1CCCN1C(=O)c1cccs1)Nc1ccc(Br)cc1	-15%	i	?	5%	-0.9	-7%	-3%	0%	0%
Cn1c(SCC(=O)c2ccc(F)cc2)nnc1-c1ccccc1Br	-18%	·	3.4%	4%	·	-1%	-12%	6%	·
COc1cc2c(C(=O)N3CCN(c4cccc(Cl)c4)CC3)cn(CC(C)C)c(=O)c2cc1OC	-26%	i	4.6%	?	1.3	?	-24%	-8%	2%

Screening data (PubChem)
